# ERAP1 inh: ERAP1 (human) enzyme inhibition | Q9NZ08 | recombinant ERAP1, Leu-AMC fluorescence, 60 min | inhibition, % at 10.7 µM | actives 0.15% (n = 340,000) | AID 652197;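 active = mean replicate inhibition of at least 30%, or all replicates individually reaching that 30% level; inactive = mean below 30% and not every replicate reaching it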;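 also: 0% = neutral control wells and 100% = L-leucinethiol positive control wells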
# RAD54 inh: RAD54 (human) branch migration inhibition; inhibition, % at 10.4 µM; RAD54 Holliday junction branch migration, FAM/BHQ fluorescence; actives 0.14% (n = 360,000); Q92698; AID 602329;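 active = mean normalized replicate activity at least 40 and at least half of replicates scoring 40 or more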;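 also: 0% = median of neutral control wells and 100% = median of positive control wells; inhibitors cause a drop in the FAM fluorescence signal; in these data hits start at about 50%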
# esBAF inh: blocks esBAF chromatin remodeling in mouse ES cells. actives 2% (n = 350,000). Bmi1-luciferase knock-in reporter, 24 h; 100% = twice the neutral-well signal. reporter increase, % at 12.5 µM. AID 602393; in the data active = activation above about 40%;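 also: 0% = median of the plate's neutral control wells and 100% = double that signal; a rise in the Bmi1 reporter signal indicates esBAF inhibition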
# RAD52 anneal inh: blocks human RAD52 DNA annealing. P43351. recombinant RAD52 DNA annealing, FRET fluorescence. inhibition, % at 18.7 µM. actives 0.46% (n = 360,000). AID 651710;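 active = every replicate showing at least 50% inhibition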
# Target sequence (P43351 whole entry, looked up): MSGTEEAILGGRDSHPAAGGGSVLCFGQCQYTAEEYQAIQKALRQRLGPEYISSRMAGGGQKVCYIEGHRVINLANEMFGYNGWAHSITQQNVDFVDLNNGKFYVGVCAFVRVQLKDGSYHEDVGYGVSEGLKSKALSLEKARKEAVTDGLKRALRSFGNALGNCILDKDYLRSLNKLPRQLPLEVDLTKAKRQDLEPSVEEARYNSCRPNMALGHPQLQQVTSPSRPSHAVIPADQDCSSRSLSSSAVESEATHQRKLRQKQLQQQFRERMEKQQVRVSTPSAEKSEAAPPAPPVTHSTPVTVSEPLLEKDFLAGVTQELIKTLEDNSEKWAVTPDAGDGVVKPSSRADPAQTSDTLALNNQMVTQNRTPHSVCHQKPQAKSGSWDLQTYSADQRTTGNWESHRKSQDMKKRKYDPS
# Xi reactivation: reactivates the inactive X chromosome in mouse fibroblasts. activation, % at 7.58 µM. XiGFP mouse fibroblasts, % GFP-positive cells imaging, 3 d; cells co-treated with 5-aza-dC sensitizer; scaled so ellipticine positive control = 100%. actives 0.055% (n = 360,000). AID 743238;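 active = mean normalized replicate activation at least 10% and every replicate at or above 10%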;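 also: 0% = median of on-plate neutral control wells and 100% = ellipticine 6 µM median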
#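 System: XiGFP fibroblasts, SV40-immortalized. Medium: DMEM plus 5-aza-dC sensitizer. Doses: single point. Timing: 3 d treatment, 15 min room-temperature fixation. Control set: ellipticine 6 µM.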
# CFTR F508del cor: correctors of CFTR F508del function in bronchial epithelial cells. CFBE cells, YFP halide quenching; stimulated with forskolin plus potentiator P3; % fluorescence drop versus neutral controls. activity (quench increase), % at 7.58 µM. actives 0.36% (n = 350,000). AID 720511;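 active = mean added fluorescence quench of at least 8% versus neutral control, with both replicates also reaching 8%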;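 also: cells transiently co-express mutant CFTR-F508del with the halide-sensitive YFP; corrector assay measuring rescue of mutant channel to the surface after 24 h compound exposure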
# INS-1E GSIS act: GLuc luminescence reporter in INS-1E cells, primary screen for activators of glucose-dependent secretion of insulin. INS-1E GLuc reporter insulin secretion, 2-3 h. activation, % at 16.6 µM. actives 0.61% (n = 370,000). AID 743287;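 active = lowest replicate activation of at least 40%, so every replicate reaches that level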;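 also: 0% = median of neutral control wells and 100% = median of IBMX positive control wells; some compounds called inactive have numbers as strong as hits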
# ARNT TACC3 PPI: disruptors of human ARNT/TACC3 interaction. actives 0.66% (n = 390,000). inhibition, % at 9.99 µM. AlphaScreen His-ARNT PAS-B/GST-TACC3 binding, luminescence; TACC3 fragment carries E629A point mutation. AID 623870. Q9Y6A5;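 active = mean inhibition of replicates at least 50% and at least half of replicates each reaching 50%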;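 also: 0% = complete ARNT plus TACC3 wells and 100% = ARNT alone without TACC3; many hits fall short of the cut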
# Starred values were filed as active, the others as inactive; x = not tested or not shown. No enrichment for hits. About 3.3% of those tested had a hit in this group.
SMILES,ERAP1 inh,RAD54 inh,esBAF inh,RAD52 anneal inh,Xi reactivation,CFTR F508del cor,INS-1E GSIS act,ARNT TACC3 PPI
C[C@@H]1CN([C@H](C)CO)C(=O)c2cc(NS(=O)(=O)c3cn(C)cn3)ccc2O[C@H]1CN(C)C(=O)NC1CCCCC1,0,-3,2,16,-0.1,0.9,31,-3
CC(C)Cn1c(=O)c2c(nc3n2CC(C)CN3Cc2ccccc2)n(C)c1=O (stereo not given),2,-5,1,-2,0.0,4.6,3,x
Cc1cc(NC(=O)CN2C(=O)c3ccccc3S2(=O)=O)no1,32*,-10,0,-15,0.0,3.1,11,0
O=C(C[C@H]1C=C[C@@H](NC(=O)Nc2ccc(F)cc2)[C@H](CO)O1)NCCN1CCCC1,3,1,4,-6,0.2,-1.2,-3,-8
COc1ccc(C(=O)NCCS(=O)(=O)N2CCc3ccccc3C2)c(OC)c1,-7,-9,7,-8,0.0,0.7,-10,-5
O=C(COC(=O)CN1C(=O)c2ccccc2C1=O)NC1CCCCC1,-2,8,-10,2,0.1,-2.3,2,-3
O=C(NCCCN1CCOCC1)c1cc2c(s1)-c1ccccc1OC2,-82,11,3,15,0.2,0.8,26,-1
CCOC(=O)c1sc(NC(=O)CCC(=O)O)nc1C,-3,7,2,-24,0.0,1.9,1,-10
COc1ccc(NC(=O)N2CCCCN3[C@H](C2)[C@H](c2ccc(C#Cc4ccccn4)cc2)[C@@H]3CO)cc1,0,13,4,8,0.0,1.7,-10,9
Cc1cccc(-n2cnc3cc(C(=O)NCCN4CCOCC4)ccc32)c1,-3,-8,-4,-9,-0.1,2.3,6,x
C=CCNC(=O)C1CC(=O)N(c2ccc(OCC(=O)Nc3ccc(CC)cc3)cc2)C1 (stereo not given),-3,-5,1,-24,0.0,-1.2,7,-16
CCc1noc(C)c1C(=O)N1CCN(S(=O)(=O)c2c(C)c(C)cc(C)c2C)CC1,1,1,7,4,-0.1,2.3,-6,5
CCCN(C)C[C@H]1Oc2ncc(-c3cccc(C(=O)N(C)C)c3)cc2C(=O)N([C@H](C)CO)C[C@@H]1C,2,-1,0,-2,-0.4,-3.9,7,-3
COc1ccc(CNC(=O)CNC(=O)c2ccc(Br)o2)cc1OC,4,5,-4,-20,0.0,3.6,20,1
COc1ccccc1-c1ccc2n(c1=O)C[C@@H]1[C@@H](CO)[C@H](C(=O)N3CCCCC3)[C@H]2N1CC1CC1,0,-4,2,-8,0.5,-1.5,0,-2
CN(C)c1ccc(/C=N/NC(=O)c2ccn(C)n2)cc1,10,x,x,0,0.0,1.0,x,-5
CCC(CC)C(=O)N1CC(=O)Nc2ccc(Br)cc2C1c1ccccc1 (stereo not given),3,2,-1,-3,-0.1,-0.8,-20,-9
C[C@H]1CN([C@@H](C)CO)S(=O)(=O)c2ccc(-c3ccncc3)cc2O[C@H]1CN(C)C,3,0,-2,-3,-0.8,-0.5,3,-4
C[C@H]1CN([C@@H](C)CO)C(=O)c2cccc(NS(=O)(=O)c3cn(C)cn3)c2O[C@H]1CN(C)S(=O)(=O)c1ccc(F)cc1,3,-1,-10,-3,-0.1,-3.9,36,23
CC(=Nc1ccccc1C(F)(F)F)c1ccncc1,0,4,-6,-5,-0.1,0.7,10,11
CCCC#Cc1cnc2c(c1)C(=O)N([C@@H](C)CO)C[C@H](C)[C@@H](CN(C)C(=O)CN1CCOCC1)O2,3,-7,0,-2,-0.7,2.6,-17,1
COc1ccc2c3c([nH]c2c1)[C@H](CO)N(Cc1cc(F)ccc1F)CC31CN(C)C1,40*,x,x,12,0.1,3.0,-8,x
CCOc1ccc(C(C)=O)cc1COc1cccnc1[N+](=O)[O-],-4,-1,-12,-13,0.5,1.6,18,x
O=C(Nc1ccc(Cl)cc1)N[C@H]1CC[C@@H](CCNC(=O)c2ccccc2F)O[C@@H]1CO,4,-10,-6,4,-0.1,-1.7,-3,1
COc1ccccc1NCc1ccc([N+](=O)[O-])s1,x,3,x,x,1.4,x,-3,15
SMILES,ERAP1 inh,RAD54 inh,esBAF inh,RAD52 anneal inh,Xi reactivation,CFTR F508del cor,INS-1E GSIS act,ARNT TACC3 PPI
COc1ccc(CCNC(=O)c2cc(S(=O)(=O)N3CCOCC3)ccc2N2CCCC2)cc1OC,-5,-2,-8,-8,-0.1,-1.9,5,-3
CC1CCN(C(=O)CSc2nnc(CNC(=O)c3ccc(S(=O)(=O)N(C)C)cc3)o2)CC1,-1,-9,5,-10,0.1,2.0,x,3
Cc1csc(NC(=O)CSc2ncc(-c3ccccc3)[nH]2)n1,-10,-6,x,-24,0.0,0.6,-14,9
CC(C)(C)C(=O)COC(=O)C1CC(=O)N(c2ccccc2)C1 (stereo not given),-1,-1,10,-16,0.1,0.8,-7,x
CCCCC(=O)Nc1cc([N+](=O)[O-])ccc1Cl,0,x,x,-17,0.0,3.1,-4,-5
COC(=O)[C@H](Cc1ccccc1)NC(=O)NCc1cccs1,x,1,-4,x,x,x,3,-31
c1ccc(Cn2nnc3c(NCC4CC4)ncnc32)cc1,-1,4,9,-9,0.1,0.4,6,x
COc1cc(OC)cc(C(=O)N[C@H](C(=O)OCC(=O)Nc2ccc(C)cc2C)C(C)C)c1,0,-9,x,-6,0.1,1.6,-25,x
O=S(=O)(Nc1cccc(S(=O)(=O)N2CCCC2)c1)c1ccc(F)cc1,-4,4,-7,-4,0.1,-1.6,23,3
Cc1ccc(-c2ccc3c(c2)O[C@H](CN(C)C)[C@H](C)CN([C@@H](C)CO)S3(=O)=O)cc1,3,2,-7,0,0.8,x,12,8
C[C@H](CO)N1C[C@H](C)[C@H](CN(C)S(=O)(=O)c2cccs2)Oc2ncc(C#CCN(C)C)cc2C1=O,0,-2,0,-4,1.0,-3.7,-9,2
COc1cc(C(=O)Nc2ccc(C#N)cc2)c([N+](=O)[O-])cc1OC,-2,x,x,-11,0.0,0.3,-7,1
O=[N+]([O-])c1cccc2[nH]ncc12,3,x,x,-8,0.3,1.2,18,-10
COc1ccc(NC(=O)N(C)C[C@H]2Oc3ccc(NC(=O)Nc4cccc5ccccc45)cc3C(=O)N([C@H](C)CO)C[C@@H]2C)cc1,2,2,1,10,-0.1,-1.2,4,-2
COc1c(C)cccc1C(=O)NC(=S)Nc1ccccc1N1CCCC1,-1,3,17,-28,-0.1,1.0,14,5
CN(CCC#N)S(=O)(=O)c1ccc2[nH]cc(C(=O)NCCc3ccccc3)c(=O)c2c1,4,x,x,-29,0.1,3.9,x,-4
CC(=O)c1ccc(OCc2cc(C(=O)NCCc3ccc(Cl)cc3)no2)cc1,0,3,6,-2,0.0,0.4,-17,-2
Cc1ccc(S(=O)(=O)N(C)C[C@H]2Oc3c(NS(=O)(=O)c4ccccc4)cccc3C(=O)N([C@@H](C)CO)C[C@H]2C)cc1,-1,-6,1,-5,-1.1,-1.2,-8,-3
Cc1cc(C(=O)CN2C(=O)C(=O)N(Cc3ccco3)C2=O)c(C)n1CCc1ccccc1,-2,-2,-10,-30,-0.1,-0.4,-6,-3
COCc1cccc(-c2csc(C(C)(NC(C)=O)c3ccc(OC)cc3)n2)c1 (stereo not given),7,-8,1,3,0.2,-0.9,-11,x
CC(C)C[C@@H]1CN(CCCC[C@H]2CNC(=O)C(=O)N2CCC2CCCCC2)C(=O)C(=O)N1CC1CCCCC1,-7,x,x,-2,0.1,0.7,-1,x
CCCC#Cc1ccc([C@@H]2[C@@H](C#N)N(S(=O)(=O)c3cccc(F)c3)[C@H]2CO)cc1,-1,2,5,-96,0.0,4.0,-19,18
N#Cc1cccc(NC(=O)CSc2sc3c(O)cc(=O)[nH]c3c2C#N)c1,0,2,2,-11,0.0,3.0,20,0
COc1cc(NS(=O)(=O)c2ccc(NC(=O)/C=C/C(=O)O)cc2)nc(OC)n1,1,7,1,-18,0.0,2.0,5,-2
CCOC(=O)C1(C(=O)OCC)C(c2ccccc2)CC(O)N1C(C)=O (stereo not given),-6,0,2,-21,0.0,0.7,12,-6

# Molecules listed so far that have a thiophene ring, fused or not (5):
SMILES,ERAP1 inh,RAD54 inh,esBAF inh,RAD52 anneal inh,Xi reactivation,CFTR F508del cor,INS-1E GSIS act,ARNT TACC3 PPI
O=C(NCCCN1CCOCC1)c1cc2c(s1)-c1ccccc1OC2,-82,11,3,15,0.2,0.8,26,-1
COc1ccccc1NCc1ccc([N+](=O)[O-])s1,x,3,x,x,1.4,x,-3,15
COC(=O)[C@H](Cc1ccccc1)NC(=O)NCc1cccs1,x,1,-4,x,x,x,3,-31
C[C@H](CO)N1C[C@H](C)[C@H](CN(C)S(=O)(=O)c2cccs2)Oc2ncc(C#CCN(C)C)cc2C1=O,0,-2,0,-4,1.0,-3.7,-9,2
N#Cc1cccc(NC(=O)CSc2sc3c(O)cc(=O)[nH]c3c2C#N)c1,0,2,2,-11,0.0,3.0,20,0

# Following part.
SMILES,ERAP1 inh,RAD54 inh,esBAF inh,RAD52 anneal inh,Xi reactivation,CFTR F508del cor,INS-1E GSIS act,ARNT TACC3 PPI
CO[C@@H]1CN(C)C(=O)c2cc(NC(=O)NC3CCCCC3)ccc2OC[C@H](C)N(CC2CC2)C[C@H]1C,0,-1,-1,-8,0.1,-0.7,13,-4
CNC[C@H]1Oc2cc(C#CC3CCCC3)ccc2S(=O)(=O)N([C@@H](C)CO)C[C@H]1C,-6,-13,1,1,-0.1,-2.8,-6,23
COc1ccccc1-c1ccc([C@@H]2[C@H](C#N)N(C(=O)C3CCC3)[C@H]2CO)cc1,1,4,-3,-29,0.0,2.1,6,-12
C=CCn1c(CC(C)(C)C)nc2ccccc21,-2,x,x,-18,0.1,-2.5,11,-14
CN(CC(=O)Nc1ccc(F)cc1)C(=O)COC(=O)C1CCN(c2ccc(C(F)(F)F)cn2)CC1,-1,5,-1,-10,0.0,3.5,-22,0
Cc1noc(C)c1NC(=O)N(C)C[C@@H]1OCCCC[C@H](C)Oc2ccc(NC(=O)Nc3ccccc3)cc2C(=O)N([C@H](C)CO)C[C@@H]1C,x,4,-1,x,-1.0,0.8,23,-13
CCNC(=O)[C@H]1[C@H](CO)[C@H]2Cn3c(ccc(-c4ccc(F)cc4)c3=O)[C@H]2N1CC1CC1,2,-1,-1,-22,0.0,-2.8,-5,8
C[C@]12C=CC(=O)N1CCc1c2[nH]c2ccccc12,-2,0,x,-3,x,2.2,x,-3
C[C@@H]1CCCCO[C@@H](CN(C)C(=O)Nc2ccc(F)cc2)[C@H](C)CN([C@H](C)CO)C(=O)c2cc(NS(=O)(=O)c3cccs3)ccc2O1,2,-1,14,-27,0.1,2.0,-25,-3
O=C(c1c(F)cccc1F)N1CCN(S(=O)(=O)c2ccc3c(c2)OCCO3)CC1,7,-4,-11,-4,-0.2,4.1,-6,-1
COc1ccccc1N=Nc1c(C)n[nH]c1C,1,-10,-5,-14,0.0,-1.4,4,7
COC(=O)c1cccc2c([N+](=O)[O-])c(NC(C)=O)cc(C(=O)OC)c12,0,x,x,-25,0.0,1.9,8,x
CC(=O)N1CC2(C1)[C@@H](c1ccc(-c3ccc(F)cc3)cc1)[C@H](CO)N2C(C)=O,1,x,x,-8,0.4,0.1,7,x
CC(=O)c1ccc(NC2c3ncccc3C(=O)N2Cc2ccc(F)cc2)cc1 (stereo not given),x,2,4,x,x,x,14,-5
COC(=O)c1cccc(NC(=O)C(C)(C)C)c1,1,-1,x,-16,0.0,0.5,13,-3
CCN(Cc1nc(-c2ccc(Cl)cc2)no1)CC1CCCO1 (stereo not given),3,-6,17,-11,-0.2,0.8,-3,-2
COc1ccc(-c2oc3c(OC)c(OC)c(OC)c(O)c3c(=O)c2OC)cc1OC,6,-4,9,-6,x,1.6,x,-3
